FLuc counter: firefly luciferase modulation, counter-screen for miR-21 project. hit rate 6.9% among 360,000. purified FLuc, Km substrates, luminescence inhibition. P08659. Potency, µM (top dose mostly 57.5 µM), without a hit: at the top dose activity change, negative = inhibition, actives largely listed as inhibitors; active means well fitted inhibition curve with a large enough effect; inconclusive means small, poorly fitted or top-dose-only effect;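 further: plate controls were vehicle for no effect and reference inhibitor for full effect; nearly all actives have a fitted effect of over 55% in size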
Target sequence (P08659 whole entry, looked up): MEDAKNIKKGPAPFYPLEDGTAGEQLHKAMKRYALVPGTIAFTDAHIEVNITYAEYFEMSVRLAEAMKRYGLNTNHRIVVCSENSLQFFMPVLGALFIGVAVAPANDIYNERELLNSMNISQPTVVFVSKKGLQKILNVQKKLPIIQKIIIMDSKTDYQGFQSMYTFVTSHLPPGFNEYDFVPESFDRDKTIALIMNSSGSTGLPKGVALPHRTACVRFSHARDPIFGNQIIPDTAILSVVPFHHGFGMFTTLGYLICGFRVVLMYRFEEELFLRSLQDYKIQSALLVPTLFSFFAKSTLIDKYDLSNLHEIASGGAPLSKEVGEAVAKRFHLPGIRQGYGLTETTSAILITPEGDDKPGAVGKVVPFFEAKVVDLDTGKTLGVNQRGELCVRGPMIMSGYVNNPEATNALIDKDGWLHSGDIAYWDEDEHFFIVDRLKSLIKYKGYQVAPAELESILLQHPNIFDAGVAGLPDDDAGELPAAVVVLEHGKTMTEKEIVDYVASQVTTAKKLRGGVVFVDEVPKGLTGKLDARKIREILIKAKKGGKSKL
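Purified P. pyralis luciferase (10nM final) with 10uM D-luciferin and 10uM ATP (Km levels) in 50mM Tris acetate pH 7.5, 10mM Mg acetate, 0.01% Tween-20, 0.05% BSA; qHTS 6-point titration, ~60 µM downward; luminescence read.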
Starred values were filed as active, the others as inactive. Potency means the concentration at half of the fitted maximal effect. These rows are one share of the data; the hit share may differ from the screen's.

What do the screens show for `O=C1C(c2ccc(C(F)(F)F)cc2)=C(Nc2ccc(Cl)cc2)c2ccccc21`?
FLuc counter: 2%

What do the screens show for `COc1ccc(CCC(=O)NCc2ccc3c(c2)CCN3C(=O)c2ccc(F)cc2)cc1`?
FLuc counter: -15%

What do the screens show for `Cc1cc(OC(C)C(=O)N(Cc2ccco2)Cc2ccco2)cc(C)c1Cl` (configuration not stated)?
FLuc counter: inconclusive

Results for COc1cccc(N2CCN(c3ccc4nnc(CCC(=O)O)n4n3)CC2)c1 ?
FLuc counter: 0%

Results for Cc1ccc(-c2nnc3ccccc3c2C(=O)Nc2cccc(Cl)c2)cc1 ?
FLuc counter: 1%

Results for Cc1ccc(OC(=O)c2snnc2C)cc1C ?
FLuc counter: 3%

What do the screens show for `COc1ccc(-c2nnn3c2nc(N2CCCC(C)C2)c2ccccc23)cc1` (configuration not stated)?
FLuc counter: -6%

Results for Cc1ccc2c(c1)-c1onc(C(=O)N3CCN(c4ccc(Cl)cc4)CC3)c1CO2 ?
FLuc counter: -17%

What do the screens show for `O=C(NCCc1csc(-c2ccc(F)cc2)n1)C(=O)Nc1ccc(Cl)cc1`?
FLuc counter: -2%

Results for CCOCCCNC(=O)Cn1nc(CC)n2c(cc3c(OC)cccc32)c1=O ?
FLuc counter: 1%

How did CCS(=O)(=O)c1ncc(Cl)c(C(=O)Nc2ccccc2)n1 do in these assays?
FLuc counter: -6%

Results for Cc1ccc(-c2nnc(Nc3ccc(Cl)c(Cl)c3)c3ccccc23)cc1S(=O)(=O)NCCO ?
FLuc counter: inconclusive

What do the screens show for `CC(C)c1ccc(C2NC(=O)c3c(sc4c3CCN(C)C4)N2)cc1` (configuration not stated)?
FLuc counter: -14%

What do the screens show for `Cc1cc(NC(=O)CSc2nc(-c3ccccc3F)nc3c2c(=O)n(C)c(=O)n3C)no1`?
FLuc counter: -1%

What do the screens show for `CCOC(=O)c1cc(OC(=O)c2ccc(OC)cc2)n(-c2ccccc2)n1`?
FLuc counter: -14%

How did Cc1ccc(CNC(=O)CCC(=O)N2Cc3ccccc3Oc3ncccc32)cc1 do in these assays?
FLuc counter: -8%

Results for Cc1cccc(C(=O)Nc2cccc(OCc3cc(=O)n4cccc(C)c4n3)c2)c1 ?
FLuc counter: 4%

How did Cc1ccc(CCNC(=O)c2cc3cc(S(=O)(=O)N4CCCCC4)ccc3n2C)cc1 do in these assays?
FLuc counter: 3%

How did CC(C)NC(=O)C1CCN(C(=O)N2CC(C)Oc3ccccc32)CC1 (configuration not stated) do in these assays?
FLuc counter: inconclusive

How did Cc1ccccc1CCNC(=O)c1ccc(NC(=O)N2CC(C)Sc3ccccc32)cc1 (configuration not stated) do in these assays?
FLuc counter: -11%

Results for CCOc1ccc(Nc2oc(-c3ccc(COc4ccccc4C)o3)nc2C#N)cc1 ?
FLuc counter: 4%

What do the screens show for `Cc1ccc(Cl)cc1N1CCN(c2ncnc3c2nc2n3CCCCC2)CC1`?
FLuc counter: -2%

Results for Cc1ccc(-n2ncc(C(=O)NCCc3c[nH]c4ccccc34)c2C2CCN(C(=O)OC(C)(C)C)CC2)cc1C ?
FLuc counter: -6%

Results for COc1cccc(NC(=O)Cn2c(=O)n(CCC(=O)NCCc3ccc(Cl)cc3)c(=O)c3ccccc32)c1 ?
FLuc counter: 1%

What do the screens show for `CCC1CCCCN1CCCNC(=O)c1ccc2c(c1)N(Cc1ccc(Cl)cc1)C(=O)c1ccccc1S2(=O)=O` (configuration not stated)?
FLuc counter: 4%

How did O=C(CCc1nnc2n(Cc3ccccc3Cl)c(=O)c3ccccc3n12)Nc1ccccc1 do in these assays?
FLuc counter: 1%

Results for Cc1ccc2nc(SCc3nc(-c4ccc(Cl)cc4)no3)[nH]c2c1 ?
FLuc counter: -2%

How did COc1ccc(-n2nc(C(=O)NCc3ccc(F)cc3)c3c4ccccc4n(C)c3c2=O)cc1 do in these assays?
FLuc counter: 4%

How did Cc1c(CCNC(=O)c2c(F)cccc2F)sc2nc(-c3ccc(F)cc3)nn12 do in these assays?
FLuc counter: -7%

Results for Cc1[nH]c2ccccc2c1C1N2CC3(C)CN1CC(C)(C2)C3=O (configuration not stated) ?
FLuc counter: 0%

Results for CCn1cc(C(=O)NCCc2ccccc2)c(=O)c2cc(S(=O)(=O)N3CCc4ccccc4C3)ccc21 ?
FLuc counter: -4%

What do the screens show for `CCCOc1ccc(NC(=O)CC2C(=O)N(c3cccc(OC)c3)C(=O)N2Cc2cccs2)cc1` (configuration not stated)?
FLuc counter: -12%

What do the screens show for `O=C(COCc1cc(-c2ccc(F)cc2)on1)Nc1cccc(C(F)(F)F)c1`?
FLuc counter: -23%

How did COc1ccc(Cl)cc1NC(=O)Cn1cc(C(=O)c2ccncc2)c(=O)c2cc(C)ccc21 do in these assays?
FLuc counter: -4%

How did CCc1ccc(C(=O)c2cn(CC(=O)Nc3ccc(Cl)cc3)c3cc4c(cc3c2=O)OCO4)cc1 do in these assays?
FLuc counter: 0%

Results for COc1ccccc1N1CCN(C(=O)CCNS(=O)(=O)c2ccc3c(c2)CCN3C(=O)C2CC2)CC1 ?
FLuc counter: -1%

Results for Cc1ccc(/C=C/c2onc(C)c2S(=O)(=O)N2CCC(C(=O)N3CCOc4ccccc43)CC2)cc1 ?
FLuc counter: 0%

Results for Cc1c(CC(=O)NCc2ccccc2)c(=O)oc2c(C)c(O)ccc12 ?
FLuc counter: 4%

What do the screens show for `COc1ccc(-n2c(=O)c3c(C)c(C)sc3n(CC(=O)NCc3ccc(C)cc3)c2=O)c(OC)c1`?
FLuc counter: -17%

How did Cc1ccccc1NC(=O)CSc1nc2ccccc2c2nc(CCn3c(C)nc4ccccc43)nn12 do in these assays?
FLuc counter: 2%

What do the screens show for `COc1ccc(-c2oc3ncn4nc(COc5ccccc5C)nc4c3c2-c2ccc(OC)cc2)cc1`?
FLuc counter: 0%

How did Cc1ccc(CNC(=O)C2CCN(S(=O)(=O)c3ccc4c(c3)CCCN4C(=O)C3CCC3)CC2)cc1 do in these assays?
FLuc counter: 2%

What do the screens show for `O=C1C2=C(Nc3ccccc3SC2c2c(F)cccc2Cl)c2ccccc21` (configuration not stated)?
FLuc counter: 0%

How did CN(C(=O)c1ccc2c(c1)N(Cc1cccc(Cl)c1)C(=O)c1ccccc1S2=O)C1CCCCC1 (configuration not stated) do in these assays?
FLuc counter: -11%

Results for Cc1nc(SCC(=O)Nc2ccccc2Cl)cc(-c2ccccc2)n1 ?
FLuc counter: -15%

Results for Cc1cc(Br)cc2c(C(=O)OCC(=O)c3ccccc3)cc(-c3ccccc3)nc12 ?
FLuc counter: -2%

How did Cc1ccc(C)c(NC(=O)CCN2C(=O)c3ccccc3Sc3ncccc32)c1 do in these assays?
FLuc counter: 0%

Results for COc1ccc(S(=O)(=O)N(CC(=O)Nc2ccccc2Br)Cc2ccccc2)cc1 ?
FLuc counter: 0%

Results for FC(F)(F)c1ccc(-c2noc(-c3ccccc3Br)n2)cc1 ?
FLuc counter: 11µM*

What do the screens show for `CCN(CC)S(=O)(=O)c1cc(-c2nnc(Nc3ccc(OC)c(C(N)=O)c3)c3ccccc23)ccc1C`?
FLuc counter: inconclusive

How did CC(C)c1nc2ccc(C(=O)NCCCN3CCN(c4ccccc4)CC3)cc2o1 do in these assays?
FLuc counter: -1%

How did COc1ccc(CCNC(=O)c2c(C)nn(-c3ccc(F)cc3)c2-n2cccc2)cc1OC do in these assays?
FLuc counter: 0%

How did COc1cccc(/C=C/c2nc(C#N)c(N3CCN(C)CC3)o2)c1 do in these assays?
FLuc counter: 1%

Results for CCc1ccc(S(=O)(=O)c2nnn3c2nc(N2CCOCC2)c2sccc23)cc1 ?
FLuc counter: 2%

Results for CCCc1cc(=O)n2[nH]c(NCc3ccccc3OC)nc2n1 ?
FLuc counter: inconclusive

Results for CCOc1ccc(N2CC(NC(=O)/C=C\c3ccc4c(c3)OCO4)CC2=O)cc1 (configuration not stated) ?
FLuc counter: -2%

What do the screens show for `CCc1nn(CC(=O)Nc2c(C)cccc2C)c(=O)c2cc3sccc3n12`?
FLuc counter: -2%

What do the screens show for `COc1cccc(CNC(=O)CSc2ncc(S(=O)(=O)c3ccc(Br)cc3)c(=O)[nH]2)c1`?
FLuc counter: inconclusive

What do the screens show for `COc1ccccc1N1CCN(C(=O)c2cc3c(=O)oc4ccc(C)cc4c3s2)CC1`?
FLuc counter: -13%

Results for Cc1ccccc1NC(=O)Cn1c(=O)n(CC2CCC(C(=O)NCCc3ccccc3)CC2)c(=O)c2ccccc21 (configuration not stated) ?
FLuc counter: -1%

2 entries picked at random from those above, as already listed:
Results for Cc1ccccc1NC(=O)Cn1c(=O)n(CC2CCC(C(=O)NCCc3ccccc3)CC2)c(=O)c2ccccc21 (configuration not stated) ?
FLuc counter: -1%

Results for CCCc1cc(=O)n2[nH]c(NCc3ccccc3OC)nc2n1 ?
FLuc counter: inconclusive

More entries.
Results for COc1cccc(CNC(=O)Cn2cc3c(n2)-c2c(oc(C(=O)N4CCCC4)c2C)CC3)c1OC ?
FLuc counter: -3%

Results for O=C(Cn1ccc2cc(S(=O)(=O)N3CCCCCC3)ccc21)NCCc1ccc(Cl)cc1 ?
FLuc counter: -10%

Results for CCCOc1ccc(CN2C(=O)C(=O)c3cccc(C)c32)cc1 ?
FLuc counter: inconclusive

How did CCOc1ccc(NC(=O)c2ccc3nc(C(C)C)oc3c2)cc1 do in these assays?
FLuc counter: -17%

What do the screens show for `CN1CC(=O)Nc2cc(C(=O)O)ccc21`?
FLuc counter: 2%

What do the screens show for `CC(=O)NCCNC(=O)CCCc1nnc2n(CC(C)C)c(=O)c3sccc3n12`?
FLuc counter: -4%

Results for COc1cc(-c2nc3sccn3c2Nc2cccc(C)c2)ccc1O ?
FLuc counter: inconclusive

What do the screens show for `CCOc1ccc(OCC)c(NC(=O)c2cnn(-c3ccc(F)cc3)c2-n2cccc2)c1`?
FLuc counter: -6%

Results for CC(C)c1ccc(NC(=O)CSC2=Nc3ccccc3C3=NC(CCC(=O)NCc4ccco4)C(=O)N23)cc1 (configuration not stated) ?
FLuc counter: -2%

What do the screens show for `COc1ccc(NC(=O)Cn2c(=O)c3ccccc3n3nncc23)cc1Cl`?
FLuc counter: -1%

Results for CCOC(=O)CSc1nc2ccc(NC(=O)c3ccc(C)cc3)cc2s1 ?
FLuc counter: 5.4µM*

How did COc1ccc(S(=O)(=O)NCCc2csc3nc(-c4ccc(Cl)cc4)nn23)cc1C do in these assays?
FLuc counter: 6%

How did COc1cc(-c2noc(-c3ccc(NCc4ccco4)c([N+](=O)[O-])c3)n2)cc(OC)c1OC do in these assays?
FLuc counter: inconclusive

What do the screens show for `Cc1ccccc1OCCCCn1c(-c2ccc(Cl)cc2)nc2ccccc2c1=O`?
FLuc counter: -1%

How did COc1ccccc1N(CC(=O)Nc1ccc(C)c(Cl)c1)S(=O)(=O)c1ccc(C)cc1 do in these assays?
FLuc counter: -1%

How did COCCn1c(=O)[nH]c2cc(C(=O)Nc3ccc(OC)cc3)ccc2c1=O do in these assays?
FLuc counter: -3%

Results for COc1ccc(C(=O)NCCn2cc(SCC(=O)Nc3ccccc3)c3ccccc32)cc1OC ?
FLuc counter: -11%

What do the screens show for `Cc1cccc(-n2c(SCC(=O)c3ccccc3)nnc2-c2ccc(Br)cc2)c1`?
FLuc counter: 0%

Results for CCOc1ccc2c(c1)c(=O)c(S(=O)(=O)c1ccccc1)cn2CC(=O)Nc1ccccc1OC ?
FLuc counter: 2%

How did CC(C)C(=O)Nc1nnc2n1CCS2 do in these assays?
FLuc counter: 0%

Results for COc1ccc(Br)cc1CNC(=O)c1cnc2sc(N3CCCC3)nn2c1=O ?
FLuc counter: -2%

What do the screens show for `Cc1ccc(CNC(=O)c2c[nH]n3c(=O)c(Cc4ccc(Cl)cc4)c(C)nc23)cc1`?
FLuc counter: inconclusive

What do the screens show for `O=S(=O)(c1ccc(Br)cc1)c1nnn2c1nc(NCCc1ccccc1)c1sccc12`?
FLuc counter: 4%

How did CCOC(=O)Cn1c(=O)oc2cc(S(=O)(=O)Nc3cc(OC)cc(OC)c3)ccc21 do in these assays?
FLuc counter: -8%

How did Cc1ccc(C)c(NS(=O)(=O)c2ccc3oc(=O)c4ncn(C)c4c3c2)c1 do in these assays?
FLuc counter: -4%

What do the screens show for `CCCOc1cccc(C(=O)Nc2cccc(-c3nc4ncccc4o3)c2C)c1`?
FLuc counter: inconclusive

What do the screens show for `CC(C)CCNC(=O)c1cccc(-n2cnc3cccnc32)c1`?
FLuc counter: -4%

How did COc1ccccc1C(=O)Nc1ccccc1C(=O)OCc1cc(=O)n2c(C)csc2n1 do in these assays?
FLuc counter: 0%

What do the screens show for `CC1CCC(Nc2nc3c(-c4ccc(Cl)cc4)nnn3c3ccccc23)CC1` (configuration not stated)?
FLuc counter: 1%

Results for N#C/C(=C\c1ccccc1F)c1nc2ccccc2c(=O)[nH]1 ?
FLuc counter: 7%

How did COc1ccc(C(=O)CC2(O)C(=O)N(Cc3ccccc3Cl)c3ccccc32)cc1 (configuration not stated) do in these assays?
FLuc counter: -12%

Grouped by structure: the compounds so far with bromine (7)
Results for Cc1cc(Br)cc2c(C(=O)OCC(=O)c3ccccc3)cc(-c3ccccc3)nc12 ?
FLuc counter: -2%

Results for COc1ccc(S(=O)(=O)N(CC(=O)Nc2ccccc2Br)Cc2ccccc2)cc1 ?
FLuc counter: 0%

Results for FC(F)(F)c1ccc(-c2noc(-c3ccccc3Br)n2)cc1 ?
FLuc counter: 11µM*

What do the screens show for `COc1cccc(CNC(=O)CSc2ncc(S(=O)(=O)c3ccc(Br)cc3)c(=O)[nH]2)c1`?
FLuc counter: inconclusive

What do the screens show for `Cc1cccc(-n2c(SCC(=O)c3ccccc3)nnc2-c2ccc(Br)cc2)c1`?
FLuc counter: 0%

Results for COc1ccc(Br)cc1CNC(=O)c1cnc2sc(N3CCCC3)nn2c1=O ?
FLuc counter: -2%

What do the screens show for `O=S(=O)(c1ccc(Br)cc1)c1nnn2c1nc(NCCc1ccccc1)c1sccc12`?
FLuc counter: 4%
